Assay outcomes: PubChem, Johns Hopkins Ion Channel Center
KCNK3 inh = human KCNK3 channel inhibition, primary screen; CHO-KCNK3 thallium flux, FluxOR fluorescence; hits give low values; B-score at 10 µM; 0.84% of 340,000 active; AID 602410;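 active means B-score under library mean minus 4 SD, starting fluorescence ratio at most library mean plus 5 SD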;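 further: more negative B-score means stronger inhibition of thallium flux through KCNK3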
ANO1 activ = activates or potentiates the mouse TMEM16A chloride channel. Q8BHY3. HEK293 TMEM16A/YFP-H148Q/I152L, iodide quench fluorescence; hits give low values. B-score at 10 µM. 0.3% of 340,000 active. AID 623877;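 active means fluorescence-ratio B-score plate-corrected deviation score at least 3 library SD below zero, with starting fluorescence score within 5 deviations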;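 further: channel opened by trigger with iodide after compound preincubation; score built on the fluorescence ratio of max minus min over baseline; more negative score means more quench and so TMEM16A activation or potentiation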
Target sequence (Q8BHY3 whole entry, looked up): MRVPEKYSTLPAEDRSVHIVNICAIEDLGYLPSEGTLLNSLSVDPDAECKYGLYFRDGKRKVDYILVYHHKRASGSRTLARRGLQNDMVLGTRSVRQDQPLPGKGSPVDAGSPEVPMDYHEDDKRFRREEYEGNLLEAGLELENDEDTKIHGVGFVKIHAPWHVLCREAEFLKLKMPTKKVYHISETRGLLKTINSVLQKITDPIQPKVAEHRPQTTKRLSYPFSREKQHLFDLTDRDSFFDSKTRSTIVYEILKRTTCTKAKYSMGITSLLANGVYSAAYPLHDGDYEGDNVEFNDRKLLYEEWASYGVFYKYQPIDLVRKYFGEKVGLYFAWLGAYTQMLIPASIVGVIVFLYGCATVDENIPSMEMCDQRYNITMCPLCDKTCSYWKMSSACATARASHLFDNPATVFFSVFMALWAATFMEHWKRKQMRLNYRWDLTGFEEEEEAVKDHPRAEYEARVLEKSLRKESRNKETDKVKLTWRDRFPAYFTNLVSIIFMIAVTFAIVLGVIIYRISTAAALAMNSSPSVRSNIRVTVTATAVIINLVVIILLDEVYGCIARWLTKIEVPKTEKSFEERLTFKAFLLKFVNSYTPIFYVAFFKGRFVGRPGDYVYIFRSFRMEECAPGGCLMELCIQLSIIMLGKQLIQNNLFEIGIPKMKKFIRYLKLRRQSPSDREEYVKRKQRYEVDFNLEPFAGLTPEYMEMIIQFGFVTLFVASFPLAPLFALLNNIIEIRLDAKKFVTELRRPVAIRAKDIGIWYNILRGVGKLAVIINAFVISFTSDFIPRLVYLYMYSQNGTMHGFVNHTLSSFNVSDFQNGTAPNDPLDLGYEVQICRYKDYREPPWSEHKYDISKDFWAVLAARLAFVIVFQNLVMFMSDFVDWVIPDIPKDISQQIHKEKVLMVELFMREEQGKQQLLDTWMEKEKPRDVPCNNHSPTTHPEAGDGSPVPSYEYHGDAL
MrgX1 PAM = human MrgX1 positive allosteric modulation, primary screen; Q96LB2; MrgX1-HEK293, Fluo-4 calcium flux, FDSS; hits give high values; B-score at 10 µM; 0.63% of 310,000 active; AID 588675;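 active means plate-corrected calcium response at least 3 library SD above typical, normal starting fluorescence, not activating the receptor alone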;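 further: compound read alongside a low EC10 to EC30 dose of BAM8-22 agonist; peak minus trough fluorescence over baseline measured at the second addition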
MrgX1 agonist = agonists of human MrgX1 receptor | Q96LB2 | AID 588627 | B-score at 10 µM | 0.44% of 310,000 active | MrgX1-HEK293 cells, Fluo-4 calcium fluorescence, agonist mode; hits give high values;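 active means calcium response B-score plate-corrected fluorescence ratio at least 3 library SD, with starting fluorescence B-score inside 5 SD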
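Assay system: stable human MrgX1 HEK293 cell line. Quantity: 15,000 cells per well. Schedule: cells plated overnight, dye loaded 0.5 h 37 °C, 0.5 h room temperature. Detection: Fluo-4 NW calcium-flux fluorescence, kinetic read. Read-out basis: peak-minus-minimum fluorescence over baseline, converted to B scores. Control set: positive and negative control wells on each plate.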
TMEM16A inh = inhibitors of mouse TMEM16A calcium-activated chloride channel; HEK293 TMEM16A/YFP iodide influx fluorescence, ionomycin; normalized B-score (activity score, 25-100; higher = stronger inhibition) at 10 µM; 1.2% of 310,000 active; AID 588511;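 active means ratio plate-corrected score three or more library SD toward inhibition, starting fluorescence score within five deviations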;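 further: score derived from kinetic fluorescence span divided by baseline fluorescence per well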
The depositor's hits bear a star; i = inactive; · = not tested or not shown.

SMILES	KCNK3 inh	ANO1 activ	TMEM16A inh	MrgX1 PAM	MrgX1 agonist
O=C(COC(=O)c1cc(=O)[nH]c2ccccc12)Nc1nc(-c2ccc(F)cc2)cs1	i	i	·	·	·
Cc1cc(Br)ccc1OCc1nnc(-c2ccccc2)o1	i	i	·	·	·
CCC(=O)N(c1nnc(SCC(=O)Nc2ccc(N3CCOCC3)cc2)s1)C1CC1	i	i	·	·	·
Cc1csc(SCC(=O)Nc2cc([N+](=O)[O-])ccc2F)n1	i	i	·	·	·
CCN(CC)C(=O)c1[nH]cnc1C(=O)Nc1cccc(Cl)c1	i	i	·	·	·
COc1ccc(S(N)(=O)=O)cc1C(=O)OCC(=O)NC(C)(C#N)C1CC1 (configuration not stated)	i	i	·	·	·
Cc1nn(CC(=O)N(C)C2(C#N)CCCCC2)c(C)c1[N+](=O)[O-]	i	i	·	·	·
Cc1ccc2c(c1)C1(C(=O)N2)N2CCCC2C(C(=O)c2ccc3ccccc3c2)C12C(=O)Nc1ccccc12 (configuration not stated)	i	i	·	·	·
CNc1snc(C)c1C(=O)OC(C)C(=O)Nc1ccc(F)cc1 (configuration not stated)	i	i	·	·	·
O=S(=O)(Nc1nc2ccccc2nc1N1CCN(CCO)CC1)c1cc(F)ccc1F	i	i	·	·	·
Cc1ccc(C)c(-n2ccnc2SCC(=O)c2c(N)n(C3CC3)c(=O)[nH]c2=O)c1	i	i	·	·	·
Cc1noc(C)c1NC(=O)N(C)C[C@H]1Oc2ccc(NS(=O)(=O)c3cn(C)cn3)cc2C(=O)N([C@H](C)CO)C[C@@H]1C	i	i	·	·	·
O=C1NCCCC2c3cc(O)c4ccccc4c3OC12N1CCCCC1 (configuration not stated)	·	·	i	i	i
COc1ccccc1-c1nnc(NC(=O)c2ccc(S(=O)(=O)N(C)Cc3ccccc3)cc2)o1	·	·	i	i	i
COC(=O)[C@@]1(Cc2ccc(OC)cc2)[C@@H]2C(=CC(=O)[C@H]2CC(=O)C(=O)N(C)C)CN1C(=O)c1ccccc1	·	·	i	i	i
C[C@@H](C(=O)Nc1ccc2ccccc2c1)[C@H]1C[C@]1(C)[C@H](NC(=O)c1cccnc1)c1ccccc1	·	·	i	i	i
O=C(C1CCN(S(=O)(=O)c2cccc3cccnc23)CC1)N1CCN(C2CCCCC2)CC1	·	·	i	i	i
CC(C)Cn1c(N)c(C(=O)COC(=O)c2cc(C(F)(F)F)nc3ccccc23)c(=O)n(C)c1=O	·	·	i	i	i
C#CCOCCOCCOCCNc1nc(N2CCN(C(=O)CCCCCCCCCCNC(=O)[C@H]([C@@H](C)CC)n3cc(CCCCCN)nn3)CC2)nc(N2CCN(C(=O)CCCCCCCCCCNC(=O)[C@@H]([C@H](C)CC)n3cc(CCCCCN)nn3)CC2)n1	·	·	i	i	106*
Cn1c(N)c(C(=O)COC(=O)c2cc(C(F)(F)F)nc3ccccc23)c(=O)n(Cc2ccccc2)c1=O	·	·	i	i	i
Clc1cccc(CN2COc3c(cc(Cl)c4cccnc34)C2)c1	·	·	i	i	i
COc1c(Br)cc2c(C)c(C(=O)N3CCOCC3)oc2c1Br	·	·	i	i	i
O=C1c2ccccc2C(=O)N1c1cccc(-c2csc(Nc3ccc4c(c3)OCO4)n2)c1	·	·	i	i	i
CC(=O)N1c2ccc3ccccc3c2C2C=CCC2C1c1ccc(Br)cc1 (configuration not stated)	·	·	i	i	i
CCN1C(=O)OC2(CCCCC2)C1(C)O (configuration not stated)	·	·	i	i	i

Three of the compounds above, with values under each structure.
Below each SMILES: KCNK3 inh, ANO1 activ, TMEM16A inh, MrgX1 PAM, MrgX1 agonist
- Clc1cccc(CN2COc3c(cc(Cl)c4cccnc34)C2)c1
  ·, ·, i, i, i
- O=C(C1CCN(S(=O)(=O)c2cccc3cccnc23)CC1)N1CCN(C2CCCCC2)CC1
  ·, ·, i, i, i
- CC(C)Cn1c(N)c(C(=O)COC(=O)c2cc(C(F)(F)F)nc3ccccc23)c(=O)n(C)c1=O
  ·, ·, i, i, i

Following part
SMILES	KCNK3 inh	ANO1 activ	TMEM16A inh	MrgX1 PAM	MrgX1 agonist
CSCSC1=C(C#N)C(c2ccc(Cl)cc2)C(C(C)=O)=C(C)N1 (configuration not stated)	·	·	i	i	i
O=C1C=C(O)c2c(O)cccc2C1=O	·	·	i	i	i
COc1cc2c(cc1OC)C(C(=O)NCC1COc3ccccc3O1)C(c1cccnc1)N(C)C2=O (configuration not stated)	·	·	i	i	i
CCCCCCCC#Cc1ccccc1/C=N/S(=O)c1ccc(C)cc1 (configuration not stated)	·	·	i	i	i
COc1ccc2c(c1)O[C@H](c1ccc3c(c1)OCO3)[C@@H](OC(=O)N[C@H]1CCCc3ccccc31)C2=O	·	·	i	i	i
COc1cc(OC)c(/C=C2\C(=O)Nc3ccccc32)c(OC)c1	·	·	i	i	i
COc1ccc(N2C(=O)CCC(C(=O)N(C)C3CCCCC3)C2c2ccc(OC)c(OC)c2)cc1 (configuration not stated)	·	·	i	i	i
C#CCOCCOCCOCCNc1nc(N2CCN(C(=O)CCCCCCCCCCNC(=O)[C@H](CO)n3cc(CCCSC)nn3)CC2)nc(N2CCN(C(=O)CCCCCCCCCCNC(=O)[C@H](CCCCN)n3cc(C[C@@H](C)CC)nn3)CC2)n1	·	·	i	i	i
CC(C)Cn1c(N)c(C(=O)COC(=O)c2cc(C3CC3)nc3ccccc23)c(=O)n(C)c1=O	·	·	25*	i	i
C=CCn1c(=N)c(C(=O)OCC)cc2c(=O)n3cccc(C)c3nc21	·	·	i	i	i
O=C(NCCc1ccccc1)c1ccc(-c2ccccc2C(F)(F)F)o1	·	·	i	i	i
NC(=O)CC[C@@H]1NC(=O)[C@@H]2CCCN2C(=O)c2cc([N+](=O)[O-])cc(I)c2NCCC[C@@H](C(N)=O)NC1=O	·	·	i	i	i
O=[N+]([O-])c1ccc(C2Oc3ccccc3C3CC(c4ccccc4)=NN32)s1 (configuration not stated)	·	·	i	i	i
O=C(NCCO)Nc1ccc2nc(-c3ccco3)c(-c3ccco3)nc2c1	·	·	i	i	28*
c1ccc2c(NCCCN3CCOCC3)c3ccccc3nc2c1	·	·	i	i	i
CCOC(=O)c1c(C)oc2c1c(C(c1ccncc1)N1CCOCC1)c(O)c1ccccc12 (configuration not stated)	·	·	i	i	i
CCN1/C(=C/c2ccc3ccc(C)cc3[n+]2CC)Sc2ccccc21	·	·	i	i	123*
Nc1ccc(N2CCCCCC2)cc1	·	·	i	i	i
CCCCC/C=C\C/C=C\C/C=C\C/C=C\CCCC(=O)O	·	·	i	i	i
COC(=O)c1ccccc1NC(=O)c1ccco1	i	·	i	i	i
O=C(C1CCC1)N1CCC(c2nc3c(nnn3Cc3c(F)cccc3Cl)c(=O)[nH]2)CC1	i	·	i	i	i
Cc1ccc(Cn2c(N3CCCCCC3)nc3c2c(=O)[nH]c(=O)n3C)cc1	i	·	i	i	i
O=c1oc2cc(Br)ccc2n1CSC1=NCCS1	i	·	i	i	i
COc1ccc(S(=O)(=O)N2CCN(c3ncnc4c(-c5ccccc5)nsc34)CC2)cc1	i	·	i	i	i
Cc1ccc(-c2csc(NC(=O)Cn3cnc4c3c(=O)n(C)c(=O)n4C)n2)cc1C	i	·	i	i	i
O=C(CN1CCCCCC1)NCCc1ccc(F)cc1	i	·	i	i	i

MrgX1 agonist: entries above that show a hit
molecule | KCNK3 inh | ANO1 activ | MrgX1 agonist
C#CCOCCOCCOCCNc1nc(N2CCN(C(=O)CCCCCCCCCCNC(=O)[C@H]([C@@H](C)CC)n3cc(CCCCCN)nn3)CC2)nc(N2CCN(C(=O)CCCCCCCCCCNC(=O)[C@@H]([C@H](C)CC)n3cc(CCCCCN)nn3)CC2)n1 | · | · | 106*
O=C(NCCO)Nc1ccc2nc(-c3ccco3)c(-c3ccco3)nc2c1 | · | · | 28*
CCN1/C(=C/c2ccc3ccc(C)cc3[n+]2CC)Sc2ccccc21 | · | · | 123*

Three entries drawn at random from those above:
SMILES	KCNK3 inh	ANO1 activ	TMEM16A inh	MrgX1 PAM	MrgX1 agonist
COc1ccc(N2C(=O)CCC(C(=O)N(C)C3CCCCC3)C2c2ccc(OC)c(OC)c2)cc1 (configuration not stated)	·	·	i	i	i
CCN1/C(=C/c2ccc3ccc(C)cc3[n+]2CC)Sc2ccccc21	·	·	i	i	123*
O=C(CN1CCCCCC1)NCCc1ccc(F)cc1	i	·	i	i	i

Only part of the results is shown; rates above refer to the full screens.
